TDP-43 yeast inh: rescues yeast growth from TDP-43 toxicity. Potency, µM (titrated, usually from 46.1 µM), inactives show at the top dose growth rescue (activation), usual class: activators. TDP-43 expressing yeast growth rescue, BacTiter-Glo, 24 h. 410,000 tested, 1.8% active; note: potency is the fitted concentration of half-maximal effect; % of control where 0% means no effect; nearly all actives have a fitted effect of over 50% in size
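Galactose-induced TDP-43 yeast, OD600=0.02, compound pinned; 24 hr, 30 deg C; BacTiter-Glo luminescence for growth. Inhibitors of TDP-43 toxicity read as activators.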
aSyn yeast inh: inhibitors of alpha-synuclein toxicity in yeast; Potency, µM (titrated, usually from 46.1 µM), for inactives: top-dose growth rescue (activation), hits mostly activators; 370,000 tested, 0.14% active; Yeast expressing alpha-synuclein, growth rescue, BacTiter-Glo, 24 h; note: potency is the fitted concentration of half-maximal effect; % of control where 0% means no effect; nearly all actives have a fitted effect of over 65% in size
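Rescue of yeast growth: cells expressing toxic alpha-synuclein, induced in galactose at OD600 0.02, incubated with compound 24 h at 30 C. ATP luminescence quantified growth; inhibitors of toxicity appear as activators.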
GLP1R cytotox: cytotoxic in the GLP-1 receptor inverse agonist counter-screen; HEK293 cAMP-luciferase reporter cells, luminescence, 24 h; Potency, µM (top dose mostly 38.3 µM), for the others: at the top dose activity change, negative = inhibition, hits mostly inhibitors; 410,000 tested, 0.13% active;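 note: loss of luciferase light is scored as toxicity; potency is the fitted concentration of half-maximal effect; % is set by controls: 0 for no effect and ±100 for the full control effect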
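Luminescence readout: signal drop marks cytotoxicity. Plated cells grew 12 h at 37 °C, 5% CO2, received 23 nL compound for 24 h, then got luciferase reagent, read after 12 min at RT.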
GLP1R inv ag: GLP-1 receptor (human) inverse agonism. HEK293 GLP-1R CRE-luciferase, luminescence, 24 h; GLP-1R form is constitutively active. Potency, µM (top dose mostly 38.3 µM), for the others: at the top dose activity change, negative = inhibition, most hits filed as inhibitors. P43220. 410,000 tested, 1.6% active; note: potency is the fitted concentration of half-maximal effect; % is set by controls: 0 for no effect and ±100 for the full control effect; nearly all actives have a fitted effect of over 55% in size
Target sequence (P43220 whole entry, looked up): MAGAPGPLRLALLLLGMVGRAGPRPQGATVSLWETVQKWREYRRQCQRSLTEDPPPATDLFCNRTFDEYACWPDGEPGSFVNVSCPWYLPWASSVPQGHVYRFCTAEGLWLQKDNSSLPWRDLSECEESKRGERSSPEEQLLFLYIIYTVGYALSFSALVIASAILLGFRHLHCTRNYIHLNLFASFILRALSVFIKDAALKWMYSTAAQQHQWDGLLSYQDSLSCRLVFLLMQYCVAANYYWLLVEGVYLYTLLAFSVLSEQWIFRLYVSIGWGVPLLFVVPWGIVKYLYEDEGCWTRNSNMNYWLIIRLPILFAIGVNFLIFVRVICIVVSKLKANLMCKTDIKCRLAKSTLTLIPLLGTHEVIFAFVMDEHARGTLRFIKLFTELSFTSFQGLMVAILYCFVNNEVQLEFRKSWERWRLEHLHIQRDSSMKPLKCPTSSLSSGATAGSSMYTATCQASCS
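Inverse agonism was detected as reduced cAMP-driven luciferase luminescence after 24 h compound treatment. The cells were HEK293 clones expressing constitutively active human GLP-1R with the reporter. Reporter-only and GPR119 cell lines served as counterscreen controls.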
D3 antag: antagonists of human D3 dopamine receptor. P35462. D3R cells, DiscoveRx beta-arrestin luminescence, antagonist mode; hits give low values. max response, negative = inhibition, %. AID 652054. 360,000 tested, 2.5% active; in the data active = max response below about -50%; inconclusive = no clear call, values can overlap the other calls; note: % is set by controls: 0 for no effect and ±100 for the full control effect; mostly tested at two doses, the higher about 12 µM
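Cells plated overnight at 1500 cells/well, then exposed to library compounds with dopamine controls for 90 minutes at 37 degrees C. DiscoveRx reagent added for 30–60 minutes at room temperature; luminescence read, quantitative HTS format.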
PTHR1 ag: activates the human parathyroid hormone receptor PTHR1; HEK293 GP2 PTHR1 cells, GloSensor cAMP luminescence, 1 h; Q03431; Potency, µM (highest dose often 115 µM), for the others: top-dose activation, actives largely listed as activators; 410,000 tested, 0.075% active; note: potency is the fitted concentration of half-maximal effect; nearly all actives have a fitted effect of over 55% in size; some results filed as inactive show a strong effect at the top dose; inactives centre near -15; many of its hits are not listed in these tables
Target sequence (Q03431 whole entry, looked up): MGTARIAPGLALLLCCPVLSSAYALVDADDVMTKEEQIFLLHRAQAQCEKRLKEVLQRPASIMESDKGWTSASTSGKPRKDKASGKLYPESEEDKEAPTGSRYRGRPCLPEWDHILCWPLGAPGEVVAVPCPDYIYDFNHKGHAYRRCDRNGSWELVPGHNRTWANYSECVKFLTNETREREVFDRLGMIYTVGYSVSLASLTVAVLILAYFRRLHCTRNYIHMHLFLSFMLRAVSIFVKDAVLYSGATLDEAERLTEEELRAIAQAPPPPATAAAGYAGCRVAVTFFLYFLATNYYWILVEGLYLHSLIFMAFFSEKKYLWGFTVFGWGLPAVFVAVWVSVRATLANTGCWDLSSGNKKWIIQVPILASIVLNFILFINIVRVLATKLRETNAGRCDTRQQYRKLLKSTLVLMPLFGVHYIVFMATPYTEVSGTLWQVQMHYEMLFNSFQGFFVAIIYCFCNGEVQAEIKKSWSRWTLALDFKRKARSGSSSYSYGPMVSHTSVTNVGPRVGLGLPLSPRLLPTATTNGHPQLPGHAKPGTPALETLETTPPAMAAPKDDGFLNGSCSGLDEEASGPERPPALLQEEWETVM
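HEK-293-derived GP2 cells expressing PTHR1 and a GloSensor cAMP reporter, 3,000/well, plated overnight, given luciferin plus IBMX (each 0.5 mM as added) for 1 h at 37 °C, then compound for 1 h at 37 °C. Luminescence was read after 15 min at room temperature.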
KB-V1 MDR tox: KB-V1 MDR subline cytotoxicity | KB-V1 MDR cells viability, CellTiter-Glo, 72 h | Potency, µM (highest dose often 46.1 µM), without a hit: at the highest dose activity change, negative = cytotoxicity, hits mostly cytotoxic | 400,000 tested, 3.4% active; note: potency is the fitted concentration of half-maximal effect; % is set by controls: 0 for no effect and ±100 for the full control effect; nearly all actives have a fitted effect of over 60% in size
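In this primary screen, KB-V1 cells overexpressing P-gp are incubated with library compounds (lowest to highest concentration) for 72 h at 37 degrees C before a luminescent ATP viability read.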
D3 ag: D3 dopamine receptor (human) agonism; P35462; D3R DiscoveRx beta-arrestin cells, luminescence, 90 min; max activation, %; 410,000 tested, 0.58% active; in the data active = max activation above about 30%; note: 0% is about no effect; mostly tested at two doses, the higher about 12 µM
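Agonist-mode cell screen: cells plated at 1500/well and incubated overnight at 37 °C, then exposed to library compounds for 90 min at 37 °C. Detection reagent was added for 30–60 min at room temperature, and luminescence was read.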
GLP-1R agonist: agonists of human GLP-1 receptor. HEK293 GLP-1R CRE-luciferase, luminescence, 4-6 h; cells express a hypersensitive GLP-1R form. P43220. Potency, µM (top dose mostly 45.6 µM), without a hit: at the top dose activation, actives largely listed as activators. 380,000 tested, 0.007% active; note: potency is the fitted concentration of half-maximal effect; % of control where 0% means no effect
Numbers without * were called inactive; i = inactive; ? = inconclusive; · = not tested or not shown; [ ] = another dose, or the depositor's remark. Unless noted, calls come from the whole dose curve; as a rule, active = well fitted curve in the direction sought with a large enough effect; inconclusive = small, poorly fitted or top-dose-only effect, or another doubt; inactive = no such curve, though single readings can be large; an effect the other way counts as inactive or inconclusive. This is a subset, so the mix of outcomes need not match the whole.

smiles	TDP-43 yeast inh	aSyn yeast inh	GLP1R cytotox	GLP1R inv ag	D3 antag	PTHR1 ag	KB-V1 MDR tox	D3 ag	GLP-1R agonist
CCOC(=O)N1CCN(C(=O)CCc2ccc(S(=O)(=O)NCC(C)C)cc2)CC1	1.7%	0.8%	-7.6%	2.9%	6.4	i	-6.4%	6.3	-2.5%
COc1ccc(NC(=O)N2CCN(S(C)(=O)=O)CC2)cc1	8.5%	0.0%	-4.6%	13.9%	9.7	i	0.6%	2.7	-0.7%
CCC(CC)c1nnc(NC(=O)c2cc([N+](=O)[O-])ccc2N2CCCCC2)s1	-9.5%	11.3%	-0.5%	4.3%	-8.8	-17.0%	?	3.2	14.0%
Cc1[nH]n(-c2ccc([N+](=O)[O-])cc2)c(=O)c1C=NCCN1CCN(C(=O)c2cccc(F)c2)CC1	-55.3%[inhibitor]	-43.5%[inhibitor]	?	7.8%	-14.2	?	16.4µM*	-3.4	-2.0%
Cc1c(Cl)ccc2sc(N3CCN(C(=O)C4CC4)CC3)nc12	31.6µM*	·	-1.5%	?	·	-26.2%	-30.2%	11.0	·
O=C(Cc1cccc2ccccc12)NNC(=O)c1cccs1	-0.1%	7.4%	4.9%	0.7%	-28.6	i	-6.6%	-1.1	7.2%
C=CCCC(=O)N1CCCC(Cc2cccc(Cl)c2)(C(=O)OCC)C1 (stereo not drawn)	3.5%	4.1%	-10.1%	?	-11.0	-7.9%	-6.4%	0.3	26.0%
CCN1CCN(C(=O)C2CCN(S(=O)(=O)c3cccc4cccnc34)CC2)CC1	8.6%	0.2%	-28.9%	7.6%	5.9	i	1.4%	-6.0	-1.1%
O=C1N=C(N2CCCCC2)SC1=C1CCCCC1	-12.5%	-2.8%	-10.5%	0.6%	0.0	i	-9.4%	1.2	-1.4%
Cc1ccc(/C=N/N2CCN(Cc3cccc4ccccc34)CC2)o1	-4.8%	19.3%	1.5%	?	-9.3	-17.5%[57.5 µM]	-10.3%	-17.1	-3.1%
CCOC(=O)N1CCN(C(=O)CN(C)S(=O)(=O)c2ccc3c(c2)c(=O)n(C)c(=O)n3C)CC1	-16.4%[0.397 µM]	-0.3%	-3.7%	33.1%[activator]	-3.5	i	?	0.7	-1.8%
O=C(Nc1ccc(Cl)cn1)c1ccccc1SCc1ccccc1	15.1%	-0.7%	26.6%	?	-13.3	i	-17.4%	-0.1	-0.2%
COc1cc(OC)c(NS(=O)(=O)c2cc(C(=O)OCC(=O)NCC3CCCO3)ccc2OC)cc1Cl (stereo not drawn)	-1.5%	-5.5%	-10.3%	-0.1%	-15.1	-7.4%	4.0%	-0.3	11.1%
Cc1cccc(-c2nc(Cn3c(SCc4cccc(C(F)(F)F)c4)nc4ccncc43)c(C)o2)c1	9.0%	·	-26.2%	?	·	i	0.2%	-11.5	·
Cc1cc(C)c2cc(CN(CC3CCCO3)S(=O)(=O)c3ccc4c(c3)OCCO4)c(=O)[nH]c2c1 (stereo not drawn)	-11.8%	8.2%	?	1.8%	1.6	-1.4%[57.5 µM]	16.4µM*	0.8	15.8%
CN(C)C(CNC(=O)c1cccnc1Sc1ccccc1)c1ccco1 (stereo not drawn)	27.5%	-2.6%	2.8%	4.2%	-29.6	i	-5.1%	-8.3	1.6%
CCOc1ccc(-c2nnn(CC(=O)NCc3ccco3)n2)cc1OCC	-0.4%	-1.4%	1.8%	49.4%[activator]	27.6	-15.7%[57.5 µM]	4.1%	3.4	-0.2%
CCN(C[C@H]1N[C@@](Cc2ccccc2)(C(=O)OC)[C@H]2C(=O)N(Cc3ccccc3)C(=O)[C@@H]12)S(=O)(=O)c1ccc(OC(F)(F)F)cc1	21.2%	5.5%	-10.6%	-12.0%	10.9	-18.8%	?	9.8	-2.9%
CC1CC(=O)N(CC(=O)Nc2ccccc2F)c2ccccc2S1(=O)=O (stereo not drawn)	-22.0%	0.7%	-3.5%	16.9%	2.5	-6.6%	-4.1%	0.9	5.8%
O=C(N/N=C/c1ccccn1)c1cc(-c2ccncc2)nc2ccccc12	20.7%	-9.4%	?	?	-3.8	i	-9.2%	-6.5	-0.4%

Compound profiles (already shown). Order of values: TDP-43 yeast inh | aSyn yeast inh | GLP1R cytotox | GLP1R inv ag | D3 antag | PTHR1 ag | KB-V1 MDR tox | D3 ag | GLP-1R agonist
CCN(C[C@H]1N[C@@](Cc2ccccc2)(C(=O)OC)[C@H]2C(=O)N(Cc3ccccc3)C(=O)[C@@H]12)S(=O)(=O)c1ccc(OC(F)(F)F)cc1 across the screens: 21.2% | 5.5% | -10.6% | -12.0% | 10.9 | -18.8% | ? | 9.8 | -2.9%
Cc1cc(C)c2cc(CN(CC3CCCO3)S(=O)(=O)c3ccc4c(c3)OCCO4)c(=O)[nH]c2c1 (stereo not drawn) across the screens: -11.8% | 8.2% | ? | 1.8% | 1.6 | -1.4%[57.5 µM] | 16.4µM* | 0.8 | 15.8%
CCOc1ccc(-c2nnn(CC(=O)NCc3ccco3)n2)cc1OCC across the screens: -0.4% | -1.4% | 1.8% | 49.4%[activator] | 27.6 | -15.7%[57.5 µM] | 4.1% | 3.4 | -0.2%

Next part:
smiles	TDP-43 yeast inh	aSyn yeast inh	GLP1R cytotox	GLP1R inv ag	D3 antag	PTHR1 ag	KB-V1 MDR tox	D3 ag	GLP-1R agonist
COc1ccc(C)cc1NC(=O)CN1CCN(c2ccccn2)CC1	-3.6%	2.2%	-8.8%	-1.0%	13.6	-0.9%	13.8%	13.4	26.5%
CCn1c(C)nc2cc(C(=O)N/N=C/c3ccc(OC)cc3)ccc21	3.6%[9.22 µM]	-2.6%	-18.2%[7.66 µM]	-4.1%[7.66 µM]	-7.1	-48.4%[inhibitor]	4.2%	-1.6	15.9%
COc1ccc2c(c1)CCCC21NC(=O)N(CC(N)=O)C1=O (stereo not drawn)	-11.2%	-2.3%	-3.5%	-2.3%	7.8	-23.8%[57.5 µM]	14.0%	-3.6	-12.0%
O=C(Nc1ccnn1C1CCN(C(=O)c2cccc(Cl)c2)CC1)C1CCOC1 (stereo not drawn)	-4.9%	0.7%	2.8%	5.4%	-16.5	i	·	0.5	1.5%
CN(C)S(=O)(=O)c1cccc(NC(=O)c2ccncc2)c1	?	-3.1%	?	-0.5%	0.8	i	?	-3.7	3.9%
O=C(CC1C(=O)NCCN1Cc1ccc(-c2ccccc2)cc1)NCCCn1ccnc1 (stereo not drawn)	-11.7%	6.1%	1.3%	9.8%	2.1	i	15.1%	-4.9	0.6%
C=CCn1c(Cn2nnc3ccccc32)nnc1SCC(=O)N/N=C/c1cc(Br)cc(OC)c1O	-10.7%	-11.9%	-1.5%	10.3%	4.0	-3.0%	-1.6%	0.7	2.8%
CCOC(=O)c1ccc(Nc2nn3c(=O)c4ccccc4nc3s2)cc1	0.0%	·	12.8%	5.9%	·	i	·	-1.5	·
NC(N)=NC(=S)Nc1ccc(Cl)cc1	-4.6%	0.4%	-19.1%	6.9%	?	i	?	-9.0	2.9%
COc1ccc(OC)c(NC(=O)CSc2nc(-c3ccccc3)cc(=O)[nH]2)c1	11.0%	0.6%	4.6%	5.8%	2.3	-4.1%	13.8%	-0.3	5.1%
CCn1nnnc1SCC(=O)c1ccc2c(c1)OCCO2	0.4%	8.9%	2.0%	0.4%	8.6	-14.6%[57.5 µM]	8.6%	5.2	0.0%
COc1ccc(NC(=O)CC2SC(=Nc3ccccc3)NC2=O)cc1 (stereo not drawn)	2.1%	-0.1%	-16.2%	2.7%	-14.3	i	11.3%	-2.0	-0.7%
CC(C)Oc1ccc(C(CC(=O)O)NC(=O)C2CCCCC2)cc1 (stereo not drawn)	-4.6%	0.6%	-2.1%	10.5%	18.5	?	?	-1.0	-2.1%
COc1ccc(NC(=O)C2=CCN(S(=O)(=O)c3ccccc3)CC2)cc1OC	9.6%	-2.1%	3.6%	0.1%	-1.8	-6.1%	10.6%	2.6	2.2%
COc1ccc(NC(=O)CC(C)CC(=O)NCc2ccc(F)cc2)c(OC)c1 (stereo not drawn)	9.4%	1.8%	-17.2%	15.9%	4.4	-9.4%	-1.5%	4.1	0.2%
O=C(NNC(=O)C1CCCC1)c1cc([N+](=O)[O-])cc([N+](=O)[O-])c1	5.7%	1.2%	-8.7%	0.2%	2.6	1.7%	-1.3%	-1.9	1.3%
CSc1nsc(SCC(=O)Nc2cccc(C(C)=O)c2)n1	9.5%	-9.2%	-10.6%	0.0%	-6.0	-24.3%[57.5 µM]	1.5%	-1.6	-4.9%
COc1ccc(CC(=O)Nc2nnc3n2CCS3)cc1	4.8%	-13.5%	0.7%	-3.5%	·	i	20.0%	-14.5	-5.8%
CCNc1nc(OC)nc(N(OC)S(=O)(=O)c2ccc(C)cc2)n1	-0.5%	3.2%	0.1%	17.6%	14.6	i	8.9%	-2.3	23.4%
NNC(=O)C1CC(O)CN1S(=O)(=O)c1ccc2ccccc2c1 (stereo not drawn)	13.0%	-9.4%	3.7%	-9.5%	7.9	i	0.0%	6.6	-2.2%
NS(=O)(=O)c1ccc(CCNC(=O)CN2CCC(Cc3ccccc3)CC2)cc1	·	-0.8%	-5.7%	?	47.2	-19.2%	8.7%	-6.1	-0.6%
CCOc1ccc(N/C=C/C(=O)c2ccc(C)cc2)c([N+](=O)[O-])c1	-2.1%	-3.3%	3.9%	10.6%	21.4	-27.9%	0.3%	-7.1	1.5%
COc1ccccc1S(=O)(=O)N(C)C[C@H]1OCc2cn(nn2)CCCC(=O)N([C@@H](C)CO)C[C@@H]1C	24.9%	0.0%	-6.8%	0.9%	-11.3	i	8.0%	1.9	2.0%
Nc1ccccc1C#Cc1ccc2[nH]ccc2c1	?	-13.9%	1.6%	-6.4%	14.6	-66.8%[inhibitor]	7.7%	-18.7	3.9%

Screening results: PubChem BioAssay, National Center for Advancing Translational Sciences (NCATS)
